# ABHD4 inh = inhibits mouse alpha/beta hydrolase domain 4 | hit rate 0.54% among 370,000 | Q8VD66 | AID 720543 | purified mABHD4, FP-Rh probe fluorescence polarization | inhibition, % at 8.92 µM;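 active means inhibition exceeding the mean over every tested compound plus 3 SD, cut at about 30% in these data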;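 further: 0% = plate median of compound wells and 100% = S159A mutant with DMSO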
#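 Assay system: wild-type mouse ABHD4 protein; compound: single nominal dose of 8.92 µM, 0.89% DMSO final; schedule: 45 min + 60 min at 25 °C; measured by: FP readout, ex 525 nm / em 598 nm; evaluation: % inhibition of FP-Rh probe binding versus controls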
# PG9 Ab binder = small molecules binding HIV-1 gp120 antibody PG9. inhibition, % at 6.7 µM. hit rate 0.43% among 360,000. AID 624416. TR-FRET gp120-PG9 antibody binding; in the data active means inhibition above about 8.5%
# rCAG RNA binder = molecules binding r(CAG) RNA repeats | r(CAG) RNA repeat, TO-PRO-1 dye displacement fluorescence | hit rate 1.3% among 370,000 | inhibition, % at 3 µM | AID 651821;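 active means inhibition above the plate cutoff, the mean of all test compounds on that plate plus 3 SD, cut at about 35% in these data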;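 further: 0% = DMSO alone and 100% = 100 µM mitoxantrone as full dye displacement; higher means more dye released from RNA so lower well fluorescence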
# NR1D1 modulator = modulates human Rev-erb alpha binding to DNA; AID 1259318; activity, % at 10 µM; hit rate 0.79% among 370,000; P20393; Rev-erbα–FITC-DNA binding, fluorescence polarization, 90 min;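 active means activity above about 14%, limit read from the data; passing the limit was not always enough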;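 further: 0% = DMSO wells with 35 nM protein and 100% = DMSO wells with 750 nM protein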
# TCR-CD3 inh = human TCR-CD3 binding inhibition; inhibition, % at 9.4 µM; hit rate 0.37% among 360,000; TAMRA-labeled TCR probe fluorescence, biochemical; in the data active means inhibition above about 19%;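 further: recombinant mutant TCR 2C K166C tagged with TAMRA read by polarization; 0% = receptor in buffer alone and 100% = receptor with positive control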
# HTRA1 inhibitor = inhibitors of human serine peptidase HTRA1 | Q92743 | recombinant HTRA1, FP-rhodamine activity-based probe, fluorescence polarization | inhibition, % at 5.96 µM | hit rate 0.5% among 340,000 | AID 504803; in the data active means inhibition above about 36%;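 further: 0% = enzyme with DMSO and 100% = wells lacking enzyme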
# TDP2 absorb = blocks human TDP2 phosphodiesterase activity | O95551 | recombinant TDP2, T5PNP hydrolysis, p-nitrophenol absorbance 415 nm | inhibition, % at 12.8 µM | hit rate 0.34% among 370,000;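 active means inhibition above the mean of all tested compounds plus 3 SD, set per campaign, cut at about 25% in these data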;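 further: 0% = DMSO with enzyme and 100% = buffer with substrate but no TDP2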
# Target sequence (O95551 whole entry, looked up): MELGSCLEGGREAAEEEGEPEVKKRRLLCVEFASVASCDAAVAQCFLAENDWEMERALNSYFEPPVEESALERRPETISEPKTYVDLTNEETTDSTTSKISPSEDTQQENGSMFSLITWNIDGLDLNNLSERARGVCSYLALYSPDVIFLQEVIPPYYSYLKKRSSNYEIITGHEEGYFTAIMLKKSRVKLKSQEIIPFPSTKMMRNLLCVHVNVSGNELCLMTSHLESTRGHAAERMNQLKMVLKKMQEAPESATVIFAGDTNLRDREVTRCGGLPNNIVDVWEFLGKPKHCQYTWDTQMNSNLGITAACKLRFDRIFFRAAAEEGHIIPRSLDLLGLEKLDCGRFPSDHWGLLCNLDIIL
#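 test system = human TDP2 enzyme | input = TDP2 enzyme at 120 nM final | medium = 50 mM Tris-HCl pH 7.5 with Mg2+, KCl, DTT, BSA | also added = T5PNP substrate, 5 mM | times = 2 h at 37 °C | technique = epi absorbance | benchmarks = high control without enzyme, low control DMSO plus TDP2 | replication = each compound tested once, singlicate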
# SIAE primary = blocks human sialic acid acetylesterase; AID 1053197; Q9HAT2; SIAE FP-Rh probe binding, fluorescence polarization; inhibition, % at 9.66 µM; hit rate 0.69% among 370,000;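 active means inhibition above a cutoff: mean of compounds within the control limits plus 3 SD of those, cut at about 17% in these data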;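 further: 0% = plate median of compound wells and 100% = probe without SIAE protein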
# Target sequence (Q9HAT2 whole entry, looked up): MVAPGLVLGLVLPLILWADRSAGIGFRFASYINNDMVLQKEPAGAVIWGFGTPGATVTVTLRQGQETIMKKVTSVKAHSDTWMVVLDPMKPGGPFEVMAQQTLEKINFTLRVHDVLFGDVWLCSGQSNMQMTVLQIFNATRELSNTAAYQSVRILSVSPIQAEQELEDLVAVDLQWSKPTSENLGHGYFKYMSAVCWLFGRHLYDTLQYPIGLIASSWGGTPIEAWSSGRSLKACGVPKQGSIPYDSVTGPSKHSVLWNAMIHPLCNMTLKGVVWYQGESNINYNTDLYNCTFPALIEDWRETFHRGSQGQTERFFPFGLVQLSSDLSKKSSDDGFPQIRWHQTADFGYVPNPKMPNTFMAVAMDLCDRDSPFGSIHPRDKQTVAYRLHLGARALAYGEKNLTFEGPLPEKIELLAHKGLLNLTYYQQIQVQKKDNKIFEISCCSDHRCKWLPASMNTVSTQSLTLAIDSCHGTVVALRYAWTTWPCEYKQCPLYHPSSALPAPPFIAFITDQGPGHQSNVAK
# LEDGF integ inh = blocks HIV-1 LEDGF/p75-dependent DNA integration; hit rate 0.64% among 370,000; inhibition, % at 3.7 µM; TR-FRET IN-LEDGF/p75 DNA integration, Eu/Cy5;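 active means inhibition above the screen-wide mean plus 3 SD, cut at about 13% in these data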;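 further: signal is the Cy5 over europium emission ratio at 671 and 618 nm; 0% = plate median of compound wells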
# PRMT1 inh = blocks human protein arginine methyltransferase 1. recombinant PRMT1, activity-based probe fluorescence polarization. inhibition, % at 2.79 µM. hit rate 1.3% among 370,000;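 active means inhibition above about 21% made by adding two undisclosed values, limit read from the data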
# An asterisk follows results filed as active; · = not tested or not shown. An excerpt (hit frequency here may not be typical).
# Under each structure – ABHD4 inh	PG9 Ab binder	rCAG RNA binder	NR1D1 modulator	TCR-CD3 inh	HTRA1 inhibitor	TDP2 absorb	SIAE primary	LEDGF integ inh	PRMT1 inh
1. CC(C)(C)NS(=O)(=O)c1ccc(OCC(=O)Nc2ccc3c(c2)OCCO3)cc1
  2	-1.3	-3	-4	0	-6	3	-1	3	2
2. O=c1cc(CO)[nH]cc1OCc1ccccc1
  4	0.1	-1	0	-4	1	2	-7	-8	2
3. O=C(c1cc2ccccc2oc1=O)N(Cc1cccc(Br)c1)C1CCS(=O)(=O)C1 (stereo unspecified)
  -9	1.0	-1	6	-9	-1	-2	-2	1	3
4. CCc1ccc(C2C(C(C)=O)=C(C(=O)OC)Nc3nnnn32)cc1 (stereo unspecified)
  0	-0.7	5	1	0	3	-2	-3	-1	1
5. Cc1nc(SCC(=O)NCC2CCCO2)[nH]c(=O)c1C (stereo unspecified)
  -8	1.3	-5	6	-10	-2	-19	-11	-1	4
6. O=S(=O)(c1cc2ccccc2s1)n1c(CN2CCOCC2)nc2ccccc21
  3	·	0	-1	·	·	0	6	5	3
7. CCCCN(CCCC)Cc1ccc(C(=O)NNC(=O)Nc2ccc(F)cc2)o1
  -7	-0.2	-9	5	-1	-7	0	2	1	-4
8. O=C(Cn1ncn2c(cc3ccccc32)c1=O)NCc1ccco1
  1	-0.2	7	2	9	-4	19	-6	1	7
9. CCN(CC(=O)NCc1cccs1)C(=O)c1ccc(-c2ccc(F)cc2)o1
  4	0.9	7	7	-7	-7	9	-1	-8	24*
10. Cn1c(CCN2CCCCC2)nc2cc(NC(=O)COc3ccccc3)ccc21
  2	-0.8	-5	6	2	0	-1	0	0	-1
11. CCOC(OCC)P(=O)(c1ccccc1)c1ccccc1
  -2	-2.1	2	-3	1	1	-4	9	-2	-1
12. O=S1(=O)N[C@@H](Cc2ccccc2)COc2cccc(N3CCCC3)c21
  -4	-1.7	2	0	1	·	-12	-2	1	-1
13. COc1cc(C)c(N)cc1C(C)C
  7	-1.3	-1	-1	-9	-3	0	4	-3	3
14. CCCSCCCNC(=O)Cn1cc2c(n1)CCCCC2
  -1	-0.7	-2	0	1	7	8	2	-3	-1
15. CCC(CO)Oc1cc(NCc2ccccc2Cl)c2ncn(C(C)C)c2c1 (stereo unspecified)
  7	-1.5	-4	6	-2	8	-2	-1	0	1
16. COc1cc2c(cc1OC)[C@H](C)N(C(=O)CSc1nc(O)c(C(C)C)c(=O)[nH]1)CC2
  -2	-0.4	3	-1	7	1	-5	4	1	-3
17. COc1ccc2cc3cc(C(=O)NCCN4CCN(Cc5ccccc5)CC4)oc3nc2c1
  -2	-1.2	-1	-2	1	-8	-16	-7	-4	0
18. C=CCN1C(=O)c2n[nH]c(COC)c2C1c1cccc(C(F)(F)F)c1 (stereo unspecified)
  -7	-0.9	0	1	1	·	-8	1	4	-4
19. O=S(=O)(Nc1cc(Cl)ccc1N1CCOCC1)c1ccccc1Cl
  -5	-1.4	7	1	4	-8	-3	8	-1	-3
20. Cc1ccc(OC(C)C(=O)N=Nc2c(O)[nH]c3ccc([N+](=O)[O-])cc23)cc1 (stereo unspecified)
  -21	-1.5	29	-1	2	-9	21	-3	-2	-3

# Under each structure – ABHD4 inh	PG9 Ab binder	rCAG RNA binder	NR1D1 modulator	TCR-CD3 inh	HTRA1 inhibitor	TDP2 absorb	SIAE primary	LEDGF integ inh	PRMT1 inh
21. CCn1cc(C(=O)NCCCN2CCC(C)CC2)c(=O)c2cc(S(=O)(=O)N3CCOCC3)ccc21
  5	1.6	-2	-2	5	0	-8	4	-2	-2
22. O=C(Nc1nccs1)[C@@H]1CCCN1C(=O)c1cccs1
  2	-0.4	-3	0	0	6	3	0	7	-3
23. CCCc1cc(=O)[nH]c(SC(C)C(=O)Nc2ccc3c(c2)OCCO3)n1 (stereo unspecified)
  5	-0.8	8	2	10	-3	0	2	1	0
24. CCc1ccc(NC(=O)C(=O)NNC(=O)c2cccc(OC)c2)cc1
  7	0.8	4	-1	2	0	21	2	2	1
25. Nc1ccc(Oc2ccc3c(c2)C(=O)NC3=O)cc1
  8	-0.4	4	0	7	1	8	7	3	-1
26. C=CCOc1nc(-c2ccncc2)nc2ccccc12
  -9	-0.8	-1	8	4	-11	10	-4	2	-1
27. CC(=O)NC(O)C(=O)c1ccco1 (stereo unspecified)
  2	0.1	1	-2	7	5	13	-6	-2	6
28. COc1ccc(Nc2nc(N3CCCC3)nc(N3CCOCC3)n2)cc1
  -1	0.6	-2	-2	-3	-4	-2	10	1	0
29. CCCCCCC(=O)NC1CCCCN(Cc2ccccc2C)C1=O (stereo unspecified)
  0	·	-2	3	·	·	-13	8	5	-4
30. CC1CN(S(=O)(=O)c2ccc(C(=O)NC3CCCCC3)cc2)CC(C)O1 (stereo unspecified)
  0	-0.4	1	5	5	-7	2	18*	-3	-5
31. O=C(O)C1CCN(S(=O)(=O)c2cccc3nonc23)CC1
  -4	-1.4	-1	-1	-6	7	0	-1	0	5
32. Cc1cc(C)c(C)c(Oc2ncnc(N)c2[N+](=O)[O-])c1
  -2	-4.3	1	2	2	2	-4	-5	2	-2
33. COc1ccc(-n2c(=S)[nH]c3c(oc4ccccc43)c2=O)cc1
  5	26*	4	0	1	2	-6	7	-1	6
34. CCOC(=O)[C@@H]1[C@H]2COc3cc(OC)ccc3[C@H]2N2C(=O)N(c3ccccc3)C(=O)[C@]12C
  -8	-1.1	-2	2	2	-22	-10	3	-6	0
35. CCN(CC)C(=O)C1=C(C)N(Cc2ccccc2)C(=O)C(CC(=O)NCCCN(C)C)C1 (stereo unspecified)
  -5	0.8	0	4	-5	1	1	10	2	6
36. CCCC(=O)N(c1ccc(OC)cc1)C1C=CS(=O)(=O)C1 (stereo unspecified)
  5	-1.2	0	-1	1	3	-6	-1	-1	-1
37. CC(C)CNC(=S)NC1CC2CCCC(C1)N2C1CCCCC1 (stereo unspecified)
  3	0.0	0	-3	10	-8	-8	3	-2	-4
38. Cc1ccc(CCNCc2c(C(=O)O)c(C)n(-c3ccccc3)c2C)cc1
  -2	-2.4	-4	-2	1	-4	-14	1	10	-3
39. CCCCN1CC(N2CCCCC2)CS1(=O)=O (stereo unspecified)
  -5	1.5	3	2	-4	·	-2	-3	1	0
40. Cc1nc2ccccc2c(=O)n1NC(=O)C1CCC(C(C)(C)C)CC1 (stereo unspecified)
  -5	-1.5	-2	-2	-6	1	-4	-2	-1	-2

no. | Structure | ABHD4 inh | PG9 Ab binder | rCAG RNA binder | NR1D1 modulator | TCR-CD3 inh | HTRA1 inhibitor | TDP2 absorb | SIAE primary | LEDGF integ inh | PRMT1 inh
41 | Cc1c(N(C)C(=O)c2ccco2)c(=O)n(-c2ccccc2)n1C | -3 | 0.6 | 0 | 1 | -6 | 3 | 1 | 8 | 2 | -2
42 | Cc1cn2c(=O)c(C(=O)N3CCN(c4ccccc4F)CC3)cnc2s1 | -2 | 1.0 | -3 | 9 | 2 | 2 | -11 | -4 | 3 | 0
43 | CCCCN1C(=O)C(CC(=O)NC2CCCC2)CC(C(=O)N2CCOCC2)=C1C (stereo unspecified) | 2 | -1.4 | 2 | -8 | 1 | 5 | 4 | 0 | 1 | -1
44 | CC(C)CCNC(=O)c1onc(CSc2ccccn2)c1C(=O)NCCC(C)C | -6 | -1.1 | -6 | -2 | -2 | -45 | 0 | -7 | -1 | -1
45 | CC(C)[C@H](Nc1ccc(S(=O)(=O)N2CCOCC2)cc1[N+](=O)[O-])C(=O)OCC(N)=O | -1 | 0.3 | 4 | -6 | 1 | -4 | -1 | -10 | -3 | 0
46 | CC1CCCC(NC(=O)CCNS(=O)(=O)c2ccc(Br)cc2)C1C (stereo unspecified) | 0 | 0.4 | -4 | -1 | -6 | -10 | -1 | -5 | -5 | 3
47 | CCCC(=NCc1ccccc1)C1=C(O)C(C(=O)OC)C(C)(C)CC1=O (stereo unspecified) | -4 | -0.4 | -8 | -5 | 4 | -5 | -1 | -5 | 2 | -1
48 | CCCNC(=O)c1ccc(N2CCC3(CC2)CC(c2ccc(Cl)cc2)=NO3)c([N+](=O)[O-])c1 | -4 | -1.7 | 3 | 0 | 6 | -12 | 2 | -1 | -1 | -2

no. | Structure | ABHD4 inh | PG9 Ab binder | rCAG RNA binder | NR1D1 modulator | TCR-CD3 inh | HTRA1 inhibitor | TDP2 absorb | SIAE primary | LEDGF integ inh | PRMT1 inh
49 | Fc1cc(NC(=S)NCc2ccc(CNC(=S)Nc3ccc(Cl)c(F)c3)cc2)ccc1Cl | -2 | -1.5 | 7 | 3 | 4 | -10 | -6 | -68 | -5 | 6
50 | COCCNC(=O)CN(C(=O)Cn1nnc2ccccc21)c1ccccc1 | -3 | 1.9 | -1 | -4 | -7 | 2 | -7 | -1 | 2 | 0
51 | CCN1C(=O)C2C(c3ccc(O)c(OC)c3)NC(C)(C(=O)OC)C2C1=O (stereo unspecified) | -4 | 3.6 | -2 | -1 | -11 | 7 | 7 | 1 | 4 | -1
52 | CC1CN(c2ccc(C(=O)c3ccccc3C(=O)O)cc2[N+](=O)[O-])CC(C)O1 (stereo unspecified) | -1 | 0.5 | 12 | -2 | 1 | -4 | -5 | -10 | -2 | 4
53 | O=C(CSc1nncc(=O)[nH]1)Nc1cccc([N+](=O)[O-])c1 | 5 | -2.0 | 6 | 6 | 4 | -1 | 17 | 0 | -1 | 33*
54 | COc1cc(NC(=O)C2CCCN(S(=O)(=O)c3ccc(C)c(C)c3)C2)cc(OC)c1 (stereo unspecified) | -18 | · | 4 | -6 | · | · | 8 | -15 | 1 | -6
55 | O=C(COC(=O)CCS(=O)(=O)c1ccc(Cl)cc1)NCCc1ccc(Cl)cc1Cl | 1 | 1.3 | -1 | 0 | 1 | 5 | 5 | -2 | -1 | 0

# Two entries drawn at random from the list so far:
no. | Structure | ABHD4 inh | PG9 Ab binder | rCAG RNA binder | NR1D1 modulator | TCR-CD3 inh | HTRA1 inhibitor | TDP2 absorb | SIAE primary | LEDGF integ inh | PRMT1 inh
50 | COCCNC(=O)CN(C(=O)Cn1nnc2ccccc21)c1ccccc1 | -3 | 1.9 | -1 | -4 | -7 | 2 | -7 | -1 | 2 | 0
49 | Fc1cc(NC(=S)NCc2ccc(CNC(=S)Nc3ccc(Cl)c(F)c3)cc2)ccc1Cl | -2 | -1.5 | 7 | 3 | 4 | -10 | -6 | -68 | -5 | 6

# Part of the list above in order of length of the SMILES, rising:
no. | Structure | ABHD4 inh | PG9 Ab binder | rCAG RNA binder | NR1D1 modulator | TCR-CD3 inh | HTRA1 inhibitor | TDP2 absorb | SIAE primary | LEDGF integ inh | PRMT1 inh
53 | O=C(CSc1nncc(=O)[nH]1)Nc1cccc([N+](=O)[O-])c1 | 5 | -2.0 | 6 | 6 | 4 | -1 | 17 | 0 | -1 | 33*
51 | CCN1C(=O)C2C(c3ccc(O)c(OC)c3)NC(C)(C(=O)OC)C2C1=O (stereo unspecified) | -4 | 3.6 | -2 | -1 | -11 | 7 | 7 | 1 | 4 | -1
55 | O=C(COC(=O)CCS(=O)(=O)c1ccc(Cl)cc1)NCCc1ccc(Cl)cc1Cl | 1 | 1.3 | -1 | 0 | 1 | 5 | 5 | -2 | -1 | 0
